# EBV gp42 block – Epstein-Barr virus gp42 inhibitors, primary screen, biochemical, uHTS, fluorescence polarization; inhibition, % (tested at 21.74 µM); Fluorescence polarization binding assay, mP read-out; Glycoprotein 42 (Epstein-Barr virus (strain AG876)), Q1HVG2; 0.42% of 220,000 active; in the data active means inhibition above about 50%
# Target sequence (Q1HVG2 whole entry, looked up): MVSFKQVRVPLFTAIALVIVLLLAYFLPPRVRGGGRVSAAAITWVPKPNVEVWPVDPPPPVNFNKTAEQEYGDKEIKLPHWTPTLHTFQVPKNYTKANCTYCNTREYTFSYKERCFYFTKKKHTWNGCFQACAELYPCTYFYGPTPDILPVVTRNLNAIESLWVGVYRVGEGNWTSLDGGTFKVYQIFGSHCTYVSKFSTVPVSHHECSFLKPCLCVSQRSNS
# p47phox inh – p47phox/p22phox peptide binding inhibitors, primary screen, biochemical, uHTS, NADPH oxidase regulatory subunit | fluorescence polarization, 2 h | inhibition, % at 24.7 µM | 0.53% of 220,000 active | AID 1274, 2008;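 active means inhibition above about 30%, limit read from the data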;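 further: 0% = p47phox with labelled peptide and 100% = labelled peptide alone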
# MDM2 E3 inh – MDM2-luciferase reporter signal enhancers, primary screen, MDM2 E3 ligase inhibitor project, cell-based, luminescence, 1536-well; cell-based MDM2 ubiquitination luciferase reporter, 2 h; 0 = plate control, 100 = twice control, blank-subtracted; signal enhancement, % at 5 µM; 0.11% of 210,000 active; AID 1230, 2008;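 active means signal enhancement of 30% or more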;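 further: luminescence tracks abundance of the self-degrading MDM2-luciferase fusion protein; higher signal means inhibition of MDM2 E3 ligase activity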
#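 system = mammalian cells stably expressing self-ubiquitinating, self-degrading MDM2 E3–luciferase fusion | quantity = 2000 cells per well seeded | incubation = 4 h cell settling then 2 h compound exposure, 37 °C | signal = SteadyLite luminescence, 15 min reagent step | benchmarks = plate control and blank wells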
# TNF death inh – inhibitors of TNF-alpha triggered necroptosis, primary screen, cell-based, Jurkat FADD-/-, single concentration. Jurkat FADD-/- TNF necroptosis rescue, ATP luminescence, 24 h; 0 = TNF only, 100 = no-TNF cells. activation (protection from cell death), % at 10 µM. AID 463075, 2010. 0.068% of 220,000 active;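 active means activation, meaning protection from cell death, of at least 50% relative to plate controls; inactive means activation below 50%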;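 further: necroptosis triggered by 40 ng/mL TNF-alpha added together with compound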
# CHOP inh – inhibitors of CHOP promoter induction, primary screen, cell-based, unfolded protein response, luciferase reporter; 3.8% of 220,000 active; inhibition, % at 10 µM; CHO-K1 CHOP-promoter luciferase, tunicamycin-induced, 15-18 h;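 active means compounds that reduced the stress-induced luciferase reporter signal by more than about 70% of percent inhibition, limit read from the data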;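 further: 0% = tunicamycin plus vehicle and 100% = wells without tunicamycin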
# TRPML3 ag – human TRPML3 channel agonists, primary screen, cell-based, HEK293 TRPML3-YFP, Fluo-8 calcium fluorescence, 3 µM; Mucolipin-3 (Homo sapiens), Q8TDD5; 100% = the carbachol control signal; activation, % at 3 µM; 0.29% of 220,000 active; AID 1448, 2008;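 active means activation above its plate's cutoff, the mean activation of the plate's test wells plus 3 SD, cut at about 12% in these data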;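 further: 0% = DMSO only wells and 100% = carbachol wells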
#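 Test system – HEK293 line with stable expression of human TRPML3-YFP channel · Control set – carbachol 87 µM final as high control (100%), DMSO as low control (0%) · Signal – Fluo-8 calcium dye fluorescence, ex 470-495, em 515-575 nm · Incubation – 1-h 37 °C dye load, 5-s basal, 120-s post-compound reads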
# PPC-1+TRAIL kill – compounds killing PPC-1 cancer cells with TRAIL present, primary screen, TRAIL potentiator project, ATPLite luminescence, uHTS. PPC-1 cells + TRAIL, ATPLite viability luminescence. cell killing (% activity), % at 4 µM. 0.41% of 220,000 active;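 active means cell killing above 50% in the first pass at 4 µM, then a duplicate retest at 5 µM averaging 50% or more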;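 further: plate controls were cells with TRAIL plus DMSO for no effect and medium-only wells lacking cells for full effect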
# zfTRPN1 agonist – zebrafish TRPN1 channel agonists, primary screen, cell-based, HEK293, calcium fluorescence; transient receptor potential cation channel N1 (TRPN1/NompC), Danio rerio; HEK293 zebrafish TRPN1-YFP, Fluo-8 calcium fluorescence; 100% = response to 87 µM carbachol; activation, % at 3 µM; 0.18% of 220,000 active;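 active means activation above its plate's cutoff, the mean activation of test wells on that plate plus 3 SD, cut at about 19% in these data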;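 further: 0% = DMSO alone and 100% = 87 µM carbachol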
#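 Material: zebrafish TRPN1-YFP in HEK293 cells. Doses: one dose of 3 µM, 0.3% DMSO. Incubation: dye 1 h 37 °C plus 30 min RT. Measured by: intracellular calcium fluorescence with Fluo-8.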
# Runt-SMMHC FRET – inhibitors of RUNX1 Runt–CBFb-SMMHC binding, primary screen, biochemical, FRET, Cerulean-Runt, Venus-CBFb-SMMHC, uHTS. 0.74% of 220,000 active. AID 1434, 2008. Runt-related transcription factor 1 (Homo sapiens) + Core-binding factor subunit beta …. Cerulean-Runt/Venus-CBFb-SMMHC FRET ratio 530/480, 1 h. inhibition, % at 20 µM;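 active means mean inhibition across duplicate retests at 20 µM reaching about 50%, limit read from the data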;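 further: 0% = DMSO wells and 100% = wells with excess untagged CBFb-SMMHC; inhibitors lower the FRET ratio by blocking Runt binding to CBFb-SMMHC; some results filed as inactive read as strong as hits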
# Target sequence (Q01196 whole entry, looked up): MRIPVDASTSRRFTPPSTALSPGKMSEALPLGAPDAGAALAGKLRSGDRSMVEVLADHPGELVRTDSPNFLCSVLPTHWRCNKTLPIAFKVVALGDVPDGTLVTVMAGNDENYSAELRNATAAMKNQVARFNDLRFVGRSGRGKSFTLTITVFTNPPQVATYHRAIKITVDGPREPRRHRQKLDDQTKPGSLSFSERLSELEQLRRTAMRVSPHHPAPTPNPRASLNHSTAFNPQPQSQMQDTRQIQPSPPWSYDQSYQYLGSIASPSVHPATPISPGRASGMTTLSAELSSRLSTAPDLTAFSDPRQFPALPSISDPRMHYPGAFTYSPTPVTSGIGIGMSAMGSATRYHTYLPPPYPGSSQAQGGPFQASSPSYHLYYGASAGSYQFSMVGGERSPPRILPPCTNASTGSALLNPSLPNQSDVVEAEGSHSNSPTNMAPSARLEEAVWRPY
# Target sequence (Q13951 whole entry, looked up): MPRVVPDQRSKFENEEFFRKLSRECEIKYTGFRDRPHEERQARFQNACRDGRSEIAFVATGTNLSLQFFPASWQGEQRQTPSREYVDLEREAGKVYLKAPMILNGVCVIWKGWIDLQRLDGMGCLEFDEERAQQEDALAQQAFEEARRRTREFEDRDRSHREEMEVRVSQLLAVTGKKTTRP
# * = called active by the depositor; · = no result given.
SMILES,EBV gp42 block,p47phox inh,MDM2 E3 inh,TNF death inh,CHOP inh,TRPML3 ag,PPC-1+TRAIL kill,zfTRPN1 agonist,Runt-SMMHC FRET
COc1ccc(NC(=O)c2ccco2)cc1NC(=O)c1cccs1,-1,-23,-15,-0.3,8,0.3,10,-0.8,2
Cc1cccc(C2CC(c3ccccc3)Nc3ncnn32)c1 (centres undefined),-6,-6,2,-0.7,-10,·,3,·,4
O=C(O)CC(CC(=O)Nc1ccc(F)c(Cl)c1)c1ccc(Cl)cc1Cl (centres undefined),-9,-12,3,2.1,6,0.8,22,0.7,1
Nc1n[nH]c(N)c1N=Nc1ccc(Cl)cc1,0,-8,13,-3.1,12,0.5,-22,-0.3,0
Nc1nc(-n2cnnc2)nn1-c1ccccc1,-13,-3,-19,0.2,-4,1.0,28,0.2,-6
OCC1CCCN(Cc2ccc(-c3ccccc3)cc2)C1 (centres undefined),9,7,-7,1.5,15,0.1,14,-0.3,-2
Brc1cccc(OCCn2ccnc2)c1,-23,-15,-9,0.8,6,0.5,13,-1.0,-2
CNC(=O)COC(=O)Cc1ccc(Cl)cc1,-20,-10,-4,0.2,5,0.8,8,-0.3,0
CCOC(=O)c1c(C(=O)OCC)c(C)n(CCc2ccccc2)c1C,-9,-8,-1,-0.5,-5,3.0,-10,-1.6,4
O=C1OC(/C=C/c2ccccc2)=NC/1=C\c1cccnc1,-3,-6,-6,0.1,68,0.9,15,0.9,-2
N#Cc1cc[n+](CC(=O)c2ccc(NC(=O)c3ccccc3)cc2)cc1,-12,-19,-6,0.5,14,0.1,-8,-1.2,1
O=C1CSc2ccc(C(=O)N3CCN(c4ccccn4)CC3)cc2N1,-6,-4,-11,-0.3,14,1.0,4,2.4,1
COCCCn1cnc2c(c1=O)c1nc3ccccc3nc1n2CCc1ccccc1,·,·,-12,-2.6,·,0.3,0,0.7,1
COC(=O)c1cc(OC)c(OC)cc1NC(=O)Nc1ccccc1F,-17,-12,-10,2.3,18,0.7,-9,1.7,1
CCCSc1nc2[nH]ncc2c(=O)[nH]1,-6,-6,-9,2.7,12,0.3,12,-1.8,0
COc1ccc(NC(=O)CC2C(=O)N(c3ccc(Cl)cc3)C(=S)N2CCc2ccccn2)cc1 (centres undefined),8,-7,-7,2.8,25,0.9,8,1.3,-3
COc1ccc2oc(C(=O)CCC(=O)O)c(N)c2c1,-9,-3,-22,-0.2,26,0.8,8,1.4,-1
CCC1(C)Cc2c(sc3nnn(CC(=O)Nc4ccc(C)cc4)c(=O)c23)CO1 (centres undefined),-6,-29,-10,-5.3,14,0.3,1,-0.3,1
NNC(=O)CCN1CCN(Cc2ccccc2)CC1,-6,3,-9,-0.1,-8,1.2,31,0.0,-7
Cc1cc(C)c[n+](-c2nc([O-])sc2C=O)c1,14,-8,3,-4.4,23,0.5,2,0.6,0
COc1cc(CC(=O)Nc2cccc(C(F)(F)F)c2)cc(OC)c1OC,-1,-4,-12,1.6,27,0.7,6,2.2,-7
CN1CC2([N+](=O)[O-])CC=C(OCCO)C([N+](=O)[O-])(C1)C2 (centres undefined),4,-6,12,1.2,16,0.9,-1,-1.4,-2
Cn1c(=O)c2c(nc(CN3CCc4ccccc4C3)n2Cc2cccc(Cl)c2)n(C)c1=O,-31,-16,-5,-15,47,-0.2,26,-2.4,-2
CCOc1ccc(N(CC(=O)NC2CCCCCC2)S(=O)(=O)c2c(C)[nH]c(=O)[nH]c2=O)cc1,-16,-13,-10,0.0,-24,0.3,7,0.7,0
CCc1ccc(C(=O)CCC2CCCCC2=O)cc1 (centres undefined),2,-13,-11,5.2,-1,0.2,7,-0.6,2
c1ccc(Cn2nnnc2CN2CCOCC2)cc1,-10,9,-5,-1.1,-11,-0.2,1,1.9,-1
Cc1cccc(-n2c(O)c(C=Nc3ccccc3-c3n[nH]c(=S)[nH]c3=O)c3ccccc3c2=O)n1,-1,-12,-5,-2.2,5,0.3,8,-0.9,10
Cc1ccc(C)c(S(=O)(=O)N2CCC(c3nc4c(nnn4Cc4ccc(F)cc4)c(=O)[nH]3)CC2)c1,0,-9,-9,-2.7,52,-0.1,2,-1.0,-3
O=C(O)c1cccc(NC(=O)C2C3C=CC(C3)C2C(=O)O)c1 (centres undefined),-15,-11,-10,-0.6,17,0.2,-15,-0.1,4
CC(=O)NC1(C(F)(F)F)C(=O)N(Cc2ccccc2)C2=C1C(=O)CC(C)(C)C2 (centres undefined),-5,-22,6,-1.4,-13,0.1,25,0.3,0
C/C(=N\NC(=S)Nc1ccc(C(C)C)cc1)c1ccc2c(c1)OCO2,10,-4,-8,3.7,7,0.4,1,-0.2,7
COc1cccc(/C=N/NC(=O)c2ccc3nc[nH]c3c2)c1,-9,1,-9,-3.0,-11,0.3,24,2.6,3
CCCc1ccc2c(N)c(C#N)sc2n1,·,·,·,-2.4,·,-0.8,3,-1.6,1
Cc1nnc(SCC(=O)Nc2ccc3c4c(cccc24)CC3)n1C,0,-15,0,-0.9,40,-0.6,9,-1.4,2
O=C(NCCO)c1ccc2c3n(nc2c1)-c1ccc(Cl)cc1CO3,-6,0,0,-2.7,-45,·,7,·,-9
CCOC(=O)C1CCN(C(=O)c2ccccc2NS(=O)(=O)c2ccc(F)cc2)CC1,-24,-3,-5,1.8,-6,0.5,1,0.1,0
O=C1Nc2ccc(Br)cc2C1(O)Cc1ccccn1 (centres undefined),-14,-1,·,-1.4,1,0.6,13,0.8,0
Cc1nn(Cc2c(Cl)cccc2Cl)c(C)c1NC(=O)c1cc(C(C)C)on1,-8,-20,1,-2.1,·,-0.4,-16,0.2,2
Cn1c(SCC(=O)C(C)(C)C)nnc1-c1ccncc1,-8,2,-5,-0.4,4,0.9,2,-0.2,-3
Cc1ccc2c(c1)N(CC(=O)NCCc1c[nH]c3ccccc13)C(=O)CO2,-5,-14,-12,-1.4,15,-0.8,-19,1.5,4
CCc1cccc2c(N=O)c(O)[nH]c12,-5,-7,-16,-1.3,8,0.5,21,-2.2,1
CC1(C)Cc2c(sc3ncn4c(=S)[nH]nc4c23)CO1,-21,-6,-32,-1.2,24,0.0,-13,-0.1,60*
Clc1ccc(/C=N/Nc2ncnc3ccccc23)cc1Cl,-10,-28,-5,-2.2,86*,-0.2,8,0.4,5
COC(=O)c1ccccc1NC(=O)C1CCN(S(C)(=O)=O)CC1,-8,-5,1,-0.7,-5,0.4,12,0.6,-1
CC1CCN(c2c(NCc3ccc(C(=O)NCc4ccco4)cc3)c(=O)c2=O)CC1,-2,0,·,0.4,-13,0.2,17,-0.2,-1
COc1cccc(C2c3c(oc4ccccc4c3=O)C(=O)N2CCCN2CCOCC2)c1 (centres undefined),-11,-6,·,2.6,-6,0.5,9,-0.4,-2
S=C(Nc1cccc(Cl)c1)Nc1cccc2cnccc12,5,-1,-12,-3.7,22,0.4,36,-1.8,27
O=C(CSc1nnc2c(n1)[nH]c1ccccc12)Nc1ccc2c(c1)OCO2,25,-6,-9,-0.6,51,0.1,9,-0.2,7
CC1(c2ccc3c(c2)OCO3)NC(=O)N(CC(=O)NCCC2=CCCCC2)C1=O (centres undefined),-11,-8,-17,0.0,20,0.7,-8,0.8,0
O=C(N[C@@H](Cc1ccccc1)C(=O)NC1CCCCCC1)c1ccco1,-12,-15,-16,1.0,-24,0.3,7,-0.2,-4
O=C(N/N=C/c1cccs1)C(=O)Nc1cccc(Cl)c1,-7,1,-2,-0.5,59,0.5,7,0.3,1

# 2 of the compounds above, with values under each structure:
# Second line of a record: EBV gp42 block | p47phox inh | MDM2 E3 inh | TNF death inh | CHOP inh | TRPML3 ag | PPC-1+TRAIL kill | zfTRPN1 agonist | Runt-SMMHC FRET
- Clc1ccc(/C=N/Nc2ncnc3ccccc23)cc1Cl
  -10 | -28 | -5 | -2.2 | 86* | -0.2 | 8 | 0.4 | 5
- COC(=O)c1ccccc1NC(=O)C1CCN(S(C)(=O)=O)CC1
  -8 | -5 | 1 | -0.7 | -5 | 0.4 | 12 | 0.6 | -1

# Gathered by group: the entries above with an aryl methoxy group.
SMILES,EBV gp42 block,p47phox inh,MDM2 E3 inh,TNF death inh,CHOP inh,TRPML3 ag,PPC-1+TRAIL kill,zfTRPN1 agonist,Runt-SMMHC FRET
COc1ccc(NC(=O)c2ccco2)cc1NC(=O)c1cccs1,-1,-23,-15,-0.3,8,0.3,10,-0.8,2
COC(=O)c1cc(OC)c(OC)cc1NC(=O)Nc1ccccc1F,-17,-12,-10,2.3,18,0.7,-9,1.7,1
COc1ccc(NC(=O)CC2C(=O)N(c3ccc(Cl)cc3)C(=S)N2CCc2ccccn2)cc1 (centres undefined),8,-7,-7,2.8,25,0.9,8,1.3,-3
COc1ccc2oc(C(=O)CCC(=O)O)c(N)c2c1,-9,-3,-22,-0.2,26,0.8,8,1.4,-1
COc1cc(CC(=O)Nc2cccc(C(F)(F)F)c2)cc(OC)c1OC,-1,-4,-12,1.6,27,0.7,6,2.2,-7
COc1cccc(/C=N/NC(=O)c2ccc3nc[nH]c3c2)c1,-9,1,-9,-3.0,-11,0.3,24,2.6,3
COc1cccc(C2c3c(oc4ccccc4c3=O)C(=O)N2CCCN2CCOCC2)c1 (centres undefined),-11,-6,·,2.6,-6,0.5,9,-0.4,-2

# Assay outcomes from PubChem.

# Compounds as they come. About 5.9% of those tested had a hit in this group.
